Screening data: PubChem BioAssay, ICCB-Longwood Screening Facility, Harvard Medical School
Polio RdRp inh = poliovirus RNA polymerase inhibition. 0.66% of 150,000 active. AID 588519. % elongation, % (compound at 16.7 µg/mL). poliovirus polymerase elongation, fluorescence polarization; active compounds read low. P03300; in the data active = % elongation below about 90%; also: some results filed as inactive read as strong as hits
Target sequence (P03300 1749-2209 limits assumed): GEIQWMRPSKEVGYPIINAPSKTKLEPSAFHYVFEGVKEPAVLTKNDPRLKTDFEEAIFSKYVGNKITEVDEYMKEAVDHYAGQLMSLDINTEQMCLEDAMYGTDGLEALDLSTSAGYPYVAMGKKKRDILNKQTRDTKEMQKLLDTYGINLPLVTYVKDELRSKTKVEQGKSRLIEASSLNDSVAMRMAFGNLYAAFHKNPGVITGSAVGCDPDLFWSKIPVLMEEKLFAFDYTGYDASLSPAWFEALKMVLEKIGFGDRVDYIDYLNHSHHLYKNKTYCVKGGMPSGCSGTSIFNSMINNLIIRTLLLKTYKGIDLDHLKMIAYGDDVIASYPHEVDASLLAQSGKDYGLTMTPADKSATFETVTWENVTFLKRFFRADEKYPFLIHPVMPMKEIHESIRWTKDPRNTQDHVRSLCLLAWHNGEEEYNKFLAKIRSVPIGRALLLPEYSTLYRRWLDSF
Polio RdRp inh FP z-score = also measured in Polio RdRp inh; calls as there; z-score; measured here: FP z-score; hits read low
Numbers without * were called inactive; & = joins results of further samples. These rows are one share of the data (hit frequency here may not be typical).

item	molecule	Polio RdRp inh	Polio RdRp inh FP z-score
1	CCc1ccc(C(=O)CN2C(=O)C(C)N(c3ccc(C)cc3)C2=O)cc1 (stereo not given)	103	0.2
2	CCCCN(C)C(=O)Cn1c(C2CC(=O)N(c3ccc(C)cc3)C2)nc2ccccc21 (stereo not given)	110	0.5
3	CN(CC(=O)NCc1ccccc1)S(=O)(=O)c1ccc2nc(-c3ccccc3)[nH]c2c1	98	-1
4	CCn1c(C(=O)N2CCCC(C(=O)NC(C)C34CC5CC(CC(C5)C3)C4)C2)cc2sccc21 (stereo not given)	99	-1.3
5	CC(C)Cc1csc(NC(=O)/C=C/c2ccccc2)c1C(=O)O	100	-0.7
6	Cc1cc(C=C2C(=O)OC(C)(C)OC2=O)c(C)n1-c1ccc(I)cc1	101	-0.2
7	COc1cc(CN(C(=O)Nc2cccc(Cl)c2)c2ccccn2)cc(OC)c1OC	109	0.2
8	O=C1Nc2ccccc2C(O)(C(=O)N2CCCCC2)N1c1ccccc1 (stereo not given)	104	0.1
9	Cc1cc(-c2csc(-c3ccccc3)n2)c(C)n1-c1cccc(S(=O)(=O)N2CCOCC2)c1	110	0.9
10	Cc1cccc(NC(=O)Cn2c(=O)n(Cc3ccc4c(c3)OCO4)c(=O)c3ccccc32)c1	106	0
11	O=C(NCCCN1CCOCC1)c1cc(-c2ccc(F)cc2)nc2ccccc12	102	0
12	COc1ccc(C2OCc3ccccc3N2C(=O)c2cccc(OC)c2)cc1 (stereo not given)	103	-0.2
13	C=CCn1c(=O)[nH]c(=O)n(CC=C)c1=O	105	0.8
14	CC(C)C(c1nnnn1Cc1ccccc1)N1CCN(c2ccccc2)CC1 (stereo not given)	98	-0.7
15	COc1ccccc1NC(=O)c1cc2ccccc2oc1=Nc1ccccc1F	102	0.1
16	Cc1cc(C)n(C(=O)c2ccncc2)n1	99	-0.7
17	COc1cc(C#N)ccc1OCC(=O)NCC(C)C	96	-0.3
18	Cc1nnc(NC(=O)CSc2nnc(Cc3cccn3C)n2-c2ccc(F)cc2)s1	100	-0.3
19	CCc1ccc(NC(=O)c2ccc3c(=O)n4c(nc3c2)CCCCC4)cc1	102	-0.3
20	COc1ccc(CNC(=O)c2ccc(-c3nc(CSc4ccc(C)cc4)c(C)o3)cc2)c(OC)c1	102	-1
21	CCn1c(=O)c2cc(C(=O)N3CCC4(CC3)OCCO4)sc2c2ccccc21	100	0.1
22	O=C1CSC(c2ccccc2Cl)c2cc(Cl)ccc2N1 (stereo not given)	104&100	1.1&0
23	Cc1cccc(N2CCN(CC(=O)c3ccc4cc[nH]c4c3)CC2C)c1 (stereo not given)	101	0.3
24	CCc1ccccc1NNC(=O)c1snnc1C	102	0.3
25	c1ccc2nc3c(nc2c1)sc1nc2ccccc2n13	102	0.2

Next part; it opens with the 4 that closed the last part.
item	molecule	Polio RdRp inh	Polio RdRp inh FP z-score
22	O=C1CSC(c2ccccc2Cl)c2cc(Cl)ccc2N1 (stereo not given)	104&100	1.1&0
23	Cc1cccc(N2CCN(CC(=O)c3ccc4cc[nH]c4c3)CC2C)c1 (stereo not given)	101	0.3
24	CCc1ccccc1NNC(=O)c1snnc1C	102	0.3
25	c1ccc2nc3c(nc2c1)sc1nc2ccccc2n13	102	0.2
26	Cc1cccn2c(=O)c3cc(C(=O)NC(C)C)n(C)c3nc12	110	0.7
27	CC(=O)Nc1ccc2nc(NC(=O)CS(=O)(=O)c3ccc(C)cc3)sc2c1	102	-1
28	CCOC(=O)C1=C(CSc2nnnn2-c2ccccc2)NC(=O)NC1C (stereo not given)	101	-0.2
29	CC1CCCCN1S(=O)(=O)c1ccc2c(c1)C(C)(C)C(=O)N2C (stereo not given)	101	-0.2
30	CC(=O)Nc1ccc(-n2c(C)ccc2C)cc1	103	0.7
31	COc1cc2cc(CNc3ccccc3)c(=O)n(CC(=O)Nc3cc(C)cc(C)c3)c2cc1OC	103	-0.5
32	CCN(CC)S(=O)(=O)c1ccc(N2CC(C(=O)Nc3nc4ccccc4s3)CC2=O)cc1 (stereo not given)	102	0
33	CC1CCN(C(=O)COC(=O)c2ccccc2O)CC1	106	0.4
34	CC(C)C(=O)Nc1ncc(Cc2ccccc2Cl)s1	103	-0.1
35	Cc1ccc(C(O)c2cccnc2)o1 (stereo not given)	99	-0.2
36	COc1ccc2c(c1)c1c(c(=O)n(-c3ccccc3C)c(=O)n1CC(=O)NCc1ccc(C)cc1)n2C	106	-0.4
37	Cc1ccc(Nc2c(-c3c[nH]c4ccccc34)nc3c[n+](CC(N)=O)ccn23)cc1	115	2.1
38	CC(C)c1ncc2c(n1)-c1cc(Cl)ccc1SC2	99	-0.7
39	O=C(/C=C/c1cccc(Br)c1)N1CCN(c2ccccc2O)CC1	102	0
40	Cc1ccc(C(=O)N2CCc3cc(CNC(=O)CSc4ccccc4)ccc32)cc1	103	-1
41	Cc1ccc2c(c1)c1c(c(=O)n(-c3ccccc3C)c(=O)n1CC(=O)c1ccc(Cl)cc1)n2C	114	1.5
42	C=CCNc1nc(C(=O)OCc2nnc(-c3ccc(Br)cc3)o2)cs1	110	0.9
43	O=c1cc(CSc2nnc(COc3ccccc3)o2)c2ccccc2[nH]1	106	1.1
44	CC1CCC(NC(=O)C(C)C2Sc3ccccc3N(Cc3cccc(Cl)c3)C2=O)CC1 (stereo not given)	104	0.7
45	CCN1CCN(CCCNC(=O)C2c3ccccc3C(=O)N(CCOC)C2c2cn(C)c3ccccc23)CC1 (stereo not given)	105	0.7
46	COc1ccc(NC(=O)CN=C2NS(=O)(=O)C(c3ccc(F)cc3)=C2C)cc1	102	0.6
47	CCOc1ccc(NC(=O)c2cnc(N3CCCCC3)c3ccccc23)cc1	111	0.7
48	O=C(NC1CCCC1)c1ccc(Br)o1	112	0.7
49	COc1cc(C(=O)NN)c(-n2c(C)ccc2C)cc1OC	105	0.2
50	COc1ccc(OC)c(N=c2cc(-c3ccc4c(c3)OCO4)oc3ccccc23)c1	104	0.5

Next results follow:
item	molecule	Polio RdRp inh	Polio RdRp inh FP z-score
51	CC(Cc1ccccc1)NC(=O)C1CCCNC1=O (stereo not given)	103	-0.1
52	CCOC(=O)c1cnc2c(C(F)(F)F)cccc2c1Nc1cccc(C(=O)OC)c1	102	-0.9
53	O=C(NCc1ccccc1)c1cccc(N2CCCS2(=O)=O)c1	106	0
54	NN(CCC(=O)N1CCCCC1)C1=NS(=O)(=O)c2ccccc21	101	-0.3
55	C/C(=N/OCC(=O)Nc1sc2c(c1C#N)CCCC2)c1cccs1	101	-0.2
56	O=C(O)COCC(=O)Nc1ccccc1-c1ccccc1	98	-1.5
57	CC(C)Nc1ccc(Nc2ccnc3cc4ccccc4cc23)cc1	98	-0.7
58	CN(C)S(=O)(=O)c1ccc(C(=O)N(Cc2cccnc2)c2nc3c(F)cc(F)cc3s2)cc1	104	-0.7
59	Cn1c(C(=O)O)c(CNC2CCCCC2)c2ccccc21	101	-0.4
60	COc1cccc(CNC(=O)Cn2ccc3cc(S(=O)(=O)N4CCC(C)CC4)ccc32)c1	110	0.3
61	O=C(Nc1nncs1)C1c2ccccc2Oc2ccccc21	101	0
62	N#C/C(=C\c1cccnc1)C(=O)OCc1ccccc1	103	0.3
63	CSc1cccc(NC(=O)CN(C)S(=O)(=O)c2cnc[nH]2)c1	103	0.3
64	O=C(Nc1cccs1)Nc1nnc(C2CC2)s1	110	0.8
65	COc1cc2c(cc1OC)C(C)N(C(=O)Nc1ccccc1)CC2 (stereo not given)	103	-0.1
66	CSc1nc2c(c(C(F)(F)F)n1)CC(C)CC2 (stereo not given)	99	-0.6
67	Cc1ccc(SCCNC(=O)c2cccnc2Oc2ccccc2)cc1	110	0.8
68	COC(=O)c1ccc(COc2ccc(C3OC(C)CC(C)(C)O3)cc2OC)cc1 (stereo not given)	99	-0.8
69	CC1(C)Cc2c(c3ccccc3n2-c2ccccc2)C(C)(C)N1	101	-0.1
70	O=C(NS(=O)(=O)c1ccc(N=NN2CCOCC2)cc1)C12CC3CC(CC(C3)C1)C2	101	-0.2
71	CCOC(=O)c1ccc(NC(=O)C(=O)NCCc2ccc(OC)cc2)cc1	108	0.7
72	Clc1c(C=NCc2ccco2)sc2ccccc12	103	0.1
73	Cc1[nH]c2ccc(C(=O)O)cc2c1C(C)C	98	-1.6
74	CS(=O)(=O)c1ncc(Cl)c(C(=O)NCc2ccccc2)n1	103	0.3
75	COc1cccc(/C=C/C(=O)OCC(=O)NC2CCCCC2)c1	101	0

Complete entries, looked up by structure.
NN(CCC(=O)N1CCCCC1)C1=NS(=O)(=O)c2ccccc21 in the list: Polio RdRp inh: 101; Polio RdRp inh FP z-score: -0.3
CC1(C)Cc2c(c3ccccc3n2-c2ccccc2)C(C)(C)N1 in the list: Polio RdRp inh: 101; Polio RdRp inh FP z-score: -0.1
O=C(NS(=O)(=O)c1ccc(N=NN2CCOCC2)cc1)C12CC3CC(CC(C3)C1)C2 in the list: Polio RdRp inh: 101; Polio RdRp inh FP z-score: -0.2

The list goes on:
item	molecule	Polio RdRp inh	Polio RdRp inh FP z-score
76	CCCOc1cccc(C2c3c(oc4ccc(F)cc4c3=O)C(=O)N2c2nc(C)c(C(C)=O)s2)c1 (stereo not given)	101	-0.6
77	O=S(=O)(c1ccc(F)c(F)c1)N(c1ccc2c(c1)OCO2)S(=O)(=O)c1ccc(F)c(F)c1	95	-1
78	O=C(CCCn1c(=O)c2cccn2c2ccccc21)NCCc1ccc(Cl)cc1	107	0.1
79	CC(=O)c1ccc(C(=O)N(CCCN(C)C)c2nc3c(C)c(C)ccc3s2)cc1	99	-1.4
80	CCC1OC(=O)[C@H](C)C(=O)[C@H](C)[C@@H](OC2O[C@H](C)C[C@H](N(C)C)[C@H]2O)[C@](C)(OC)C[C@@H](C)C(=O)[C@H](C)[C@H]2N(CCCCn3cnc(-c4cccnc4)c3)C(=O)OC12C (stereo not given in full)	104	0.6
81	O=C(COc1nnc(SCCS(=O)(=O)c2ccc(F)cc2)n1C1CC1)c1ccc(F)cc1	103	-0.1
82	COc1ccc(N2C(=O)c3ccccc3NC23CCCC3)cc1	99	-0.5
83	CCCn1c2ccc(C)cc2c2nnc(SCCN(CC)CC)nc21	100	0
84	O=C(O)CN(CCc1ccccc1)CC(=O)O	103	0.4
85	CC1CCc2c(sc3ncn4c(=S)[nH]nc4c23)C1 (stereo not given)	100	-0.3
86	COC(=O)C1Cc2ccccc2CN1Cc1c(C)n(C)n(-c2ccccc2)c1=O (stereo not given)	102	-0.1
87	COc1ccc(OC)c(NC(=O)c2ccc(CSc3ncnc4nc[nH]c34)cc2)c1	99	-0.4
88	N#Cc1c(-c2ccccc2)cc(-c2ccccc2)nc1N1CCOCC1	102	0.4
89	CC1=C(C#N)C(c2cccc(O)c2)C2=C(CC(c3ccccc3)CC2=O)N1 (stereo not given)	99	-1
90	O=C(CSc1oc(-c2ccc(F)cc2)nc1S(=O)(=O)c1ccc(Br)cc1)NC1CCCCC1	109	1.1
91	Cn1c(=O)n(C/C=C/c2ccccc2)c(=O)c2c1nc1n2CCN1c1ccccc1	115	2
92	Cc1ccc(-c2nc3c(c(SCc4ccc(Br)cc4)n2)Cc2c(CO)cnc(C)c2O3)cc1	106	-0.1
93	COc1ccc(NC(=O)CSc2nc3c(oc4ccccc43)c(=O)n2-c2ccc(C)c(C)c2)cc1	101	-1.2
94	CCOC(=O)c1cnc(S/C=C/C(=O)c2ccc(C)cc2)nc1N	103	-0.2
95	COC(=O)C(C)(C)ON1C(=O)c2ccccc2C1=O	103	0.1
96	CC(C)N(c1ccccc1)c1ccc(NC(=O)COC(=O)C2CC2)cc1	101	-0.2
97	Cc1cccc(OC(C)C(=O)Nc2nonc2-c2ccc(Br)cc2)c1C (stereo not given)	109	0.4
98	COc1ccc(C2C(=O)N(C3CCC(C)CC3)CC(=O)N2CCC2=CCCCC2)cc1OC (stereo not given)	115	1.2
99	CCNc1nc(NC(C)(C)C)nc(Oc2ccc(=O)n(-c3ccccc3)n2)n1	104	-0.3
100	CCN(C(=O)Cc1c(C(=O)O)[nH]c2ccccc12)c1ccccc1	101	0.2

Further structures.
item	molecule	Polio RdRp inh	Polio RdRp inh FP z-score
101	CCOc1ccc(Nc2ncnc3c2cnn3-c2ccc(F)cc2)cc1	109	0.3
102	CCOc1ccc2nc(N3CCCC3)sc2c1	100	-0.4
103	Cc1ccc(S(=O)(=O)NCCC(=O)N2CCN(Cc3ccccc3)CC2)cc1	101	-0.3
104	COc1ccc(Cl)cc1NC(=O)CN(c1cccc(C)c1C)S(C)(=O)=O	108	1
105	CC1CCC/C(=C/c2ccc(Cl)cc2)C1=O (stereo not given)	101	0
106	Cc1ccc(NC(=O)C2CCN(C(=O)c3cnn(-c4ccccc4)c3-n3cccc3)CC2)cc1C	109	0
107	COc1ccc2oc(=O)c3c(c2c1)CC(C(F)(F)F)S3 (stereo not given)	103	0.3
108	Cc1nc2cc(-c3ccccc3)nn2c(C)c1Sc1nccc(-c2cccnc2)n1	108	0.9
109	CCOC(=O)c1c(COC(=O)/C=C/c2ccc(C)o2)nc2ccccc2c1C	101	-0.2
110	CN(C)c1nc(OCCNC(=O)COc2ccccc2Cl)nc(N(C)C)n1	100	-0.2
111	Cc1cccc(N=C2CNC(=O)NC2=O)c1	102	0.1
112	CCC1CCCCN1S(=O)(=O)c1ccc(Cl)cc1 (stereo not given)	105	0.2
113	CCN(CC)C(=O)c1ccc(COc2ccccc2Cl)o1	101	-0.2
114	CC(Sc1nnc(N)s1)c1nc2ccccc2c(=O)[nH]1 (stereo not given)	101	0.2
115	CCCCCCOc1ccc(-c2nc3ccc(Br)cc3c(=O)o2)cc1	104	0.1
116	COc1ccc(-n2c(CCC(=O)O)ccc2-c2ccccc2)c(OC)c1	105	-0.9
117	COc1ccc(CCNCc2cccn2-c2c(C(=O)O)cnn2-c2ccccc2)c(OC)c1	102	0
118	CCC1(C)Cc2ccccc2-c2c1c(=O)n(-c1ccc(C)cc1)c1nnnn21 (stereo not given)	101	-0.1
